Bioassay records (PubChem)
Lipid storage S3 – qHTS Assay for Lipid Storage Modulators in Drosophila S3 Cells. Drosophila S3 cells, BODIPY lipid droplet fluorescence, 18-24 h; cells fed with added oleic acid. lipid storage change, negative = inhibition, % at the top dose, mostly 46.1 µM; hits show Potency in µM. hit rate 0.64% among 320,000; active means well fitted inhibition curve with a large enough effect in the signal ratio, with a control signal flat, not every such curve was filed as active; inconclusive means small, poorly fitted or top-dose-only effect, or effect the other way, or a change in a side signal; the % refers to the signal ratio
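Drosophila S3 cells got compounds at several concentrations plus oleic acid (400 uM solution). Laser-scanning cytometry with 488 nm excitation read lipid droplets at 500-530 nm and cells at 575-640 nm. Percent activity was relative to 20 uM Triacsin C.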
Lipid storage S3 cell count max – recorded beside Lipid storage S3, whose call it bears; cell number change, %; measured here: cell count max response;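 cells counted by Cell Tracker Red CMTPX staining in the red channel; peak over a dose series mostly up to 46.1 µM; percent activity relative to internal control wells on each plate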
* marks the source's active call; other numbers are inactive results; i = inactive; ? = inconclusive; / = no result given; [ ] = dose if it differs, or a comment. On the % scale 0 is the no-effect control and ±100 the full control effect; potency means the concentration at half of the fitted maximal effect.

SMILES	Lipid storage S3	Lipid storage S3 cell count max
CCOC(=O)c1c(NC(=O)CC)sc(C(=O)N2CCCCC2)c1C	?	/
CCN(CC)S(=O)(=O)c1ccc2c(c1)N(CC(=O)N1CCCC1)C(=O)CO2	9%	5
CCN(CC(=O)Nc1cc(Cl)ccc1C)C(=O)CSCc1c(C)noc1C	i[0.0737 µM]	/
COc1ccc(CCC(=O)Nc2ccc3c(c2)OCCO3)cc1	5%	-21
CCOC(=O)N1CCN(C(=O)/C(=C/c2ccc(F)cc2)NC(=O)c2ccccc2)CC1	?	/
COc1ccc(N2CCN(C3=CC(=O)N(c4cccc(Cl)c4)C3=O)CC2)cc1	1%	-22
O=C(NCC1CCCN(Cc2cccc(F)c2)C1)c1cccc2ccccc12 (stereo not given)	?	/
Cc1ccc(S(=O)(=O)N2CCCCC2)cc1NC(=O)CSCC(=O)O	?	/
COC(=O)c1ccc(CN2[C@H](C(=O)OC)C[C@@]3(O)[C@H](O)[C@H](O)[C@H](O)C[C@@H]23)cc1	1%	18
Fc1ccc(NCc2nnc(SCc3ccccc3)o2)cc1	-21%	12
NC(=O)CCN(C(=O)c1cccc(S(=O)(=O)N2CCc3ccccc32)c1)c1ccccc1	?	/
CC(=O)N1c2ccc(S(=O)(=O)NCCC(=O)N(C)C3CCCCC3)cc2CC1C (stereo not given)	i	10
CN(C)CCN=c1cc(-c2ccccc2)oc2ccc(Cl)cc12	9%	5
Cc1nn(-c2ccccc2)c2c1C(c1c(C)[nH]c(C#N)c1C)C(C#N)=C(N)O2 (stereo not given)	i	/
CCC1Oc2ccc(C)cc2N(Cc2cccc(C)c2)C1=O (stereo not given)	?	/
Cc1cc(-c2ccccc2C(=O)O)on1	-12%	-1
CC1CCCCC1NC(=O)Cn1nnc(-c2ccc(Cl)cc2)n1 (stereo not given)	9%	2
COc1cc(C)c(S(=O)(=O)NOCc2ccccc2)c(C)c1C	-10%	0
CCOc1ccc(/C=C/C(=O)c2cc(Br)ccc(=O)c2O)cc1	?	/
O=C(CC1COc2ccccc2O1)NC1CCCCC1 (stereo not given)	i	-11
COc1ccc(-c2onc(C)c2-c2ccc3c(c2)OCCO3)c(O)c1	?	/
CN(CC(=O)Nc1ccccc1Cl)C(=O)COc1cccc2c1OC(C)(C)C2	?	/
O=C(O)C(c1ccccc1)N1C(=O)c2ccccc2C1=O (stereo not given)	i	1
O=C(COC(=O)c1ccccc1SCC(=O)N1CCCC1)Nc1ccccc1	i[0.369 µM]	8
CC(C)Cc1cc(C(=O)NCc2cccnc2)no1	?	/
Cc1ccc(C(=O)N(C)Cc2ccccc2)cc1S(=O)(=O)N1CCOCC1	8%	11
CCc1ccc(S(=O)(=O)NCCc2csc(C)n2)s1	?	/
Cc1ccc(C)c(S(=O)(=O)N2CCN(C(=O)C3CC3C)CC2)c1 (stereo not given)	?	/
Cc1noc(C)c1COc1ccc(C(=O)Nc2cccnc2)cc1	?	/
COc1ccc(S(=O)(=O)NCCSC(C)(C)C)c(Cl)c1Cl	?	/
CCc1ccc(NC(=O)C[n+]2cc(-c3ccc(C)cc3)n3c2CCC3)cc1	-5%	5
CC(Sc1nc(N)cc(=O)[nH]1)C(=O)NC1CCCCC1 (stereo not given)	?	/
N/C(=N\OC(=O)CCN1C(=O)c2ccccc2C1=O)c1ccccn1	?	/
COc1ccc(CCNC(=O)CC(C)S(=O)(=O)c2ccc3c(c2)NC(=O)CO3)cc1OC (stereo not given)	i	-10
CCOC(=O)C1=C(c2ccccc2)NC(=S)NC1c1cccc([N+](=O)[O-])c1 (stereo not given)	0%	-7
CCN(CC(=O)NCc1ccc(Cl)cc1)C(=O)/C=C/c1ccc(Cl)c([N+](=O)[O-])c1	?	/
CC(=O)Nc1ccc(NC(=O)C2CC(=O)N(Cc3ccccc3)C2)cc1 (stereo not given)	1%	9
COc1ccc(CNC(=O)COC(=O)CCS(=O)(=O)c2ccc(C)cc2)cc1OC	?	/
O=S(=O)(Cc1ccccc1Cl)Nc1ccccn1	?	/
COc1cc2c(cc1OC)CN(CC(=O)Nc1ccc3c(c1)OCO3)CC2	?	/
Cc1ccc(CNC(=O)CN2C(=O)NC(C)(c3ccc(Cl)cc3)C2=O)cc1 (stereo not given)	?	/
O=C(CCCOc1ccc(Cl)cc1Cl)N/N=C/c1cccc([N+](=O)[O-])c1	6%	-3
O=C(O)c1ccc2nc3c(nc2c1)-c1ccccc1C3=O	?	/
O=C(NC1CCCCC1)c1ccc(-c2ccccc2[N+](=O)[O-])o1	?	/
CN(C(=O)CN1C(=O)c2cc(Cl)c(Cl)cc2C1=O)C1CCS(=O)(=O)C1 (stereo not given)	?	/
CC(=O)Nc1cccc(C(=O)N/N=C/c2ccc(F)cc2)c1	17%	-1
O=C(/C=C/c1ccccc1)Nn1cnc2ccccc2c1=O	11%	9
Cc1nc(C(=O)NCc2ccccc2)sc1C1(C)CC(c2cccc([N+](=O)[O-])c2)=NO1 (stereo not given)	?	/
COc1ccc(CNCCNC(=O)c2nonc2N)cc1OC	-3%	1
Nc1ccc(C2(c3ccc(N)cc3)OC(=O)c3ccccc32)cc1	?	/
C=CCNC(=O)/C(C#N)=C/c1c(N2CCCCCC2)nc2ccccn2c1=O	?	/
Cn1c(CNS(=O)(=O)c2cccc(Cl)c2)cc(=O)n(C)c1=O	?	/
Cc1cc(C)cc(C(=O)NCC(=O)OCC(=O)N2CCN(S(=O)(=O)c3ccc4ccccc4c3)CC2)c1	1%	10
O=[N+]([O-])c1cccc2ccc(N3CCOCC3)nc12	?	/
CCN(CC)S(=O)(=O)c1ccc2c(c1)nc(SC(C)C(N)=O)n2-c1ccc(OC)cc1 (stereo not given)	i	/
O=C(CCc1ccccc1)Nc1ccc(NC(=O)c2ccco2)nc1	-6%	-12
O=C(NCCC1=CCCCC1)NC1CCCCC1	8%	2
Nc1cc(Oc2ccc(Cl)cc2Cl)nc(N)n1	?	/
O=c1c2ccccc2c(-c2n[nH]c(=S)o2)nn1Cc1ccccc1	10%	15
COc1cccc(NC(=O)C2CCN(S(C)(=O)=O)CC2)c1	?	/
Continuation.
SMILES	Lipid storage S3	Lipid storage S3 cell count max
CCOc1ccc2oc(=O)cc(CN3CCN(Cc4ccccc4)CC3)c2c1	24%	-7
Nc1ncc(N=Nc2cc(C(=O)O)ccc2Cl)s1	-1%	/
CCNC(=S)NC1CC2CCCC(C1)N2CCc1ccccc1 (stereo not given)	-10%	-7
Cc1ccc(NC(=S)NC(C)(C)C)c([N+](=O)[O-])c1	?	/
Cn1c(COc2ccccc2)nnc1SCC(=O)Nc1ccc2c(c1)OCO2	2%	3
CC(=O)Nc1ccc(NC(=O)C(C)OC(=O)c2ccc3ccccc3n2)cc1 (stereo not given)	-23%	-11
CC(C)CN(C(=O)COC(=O)c1ccc([N+](=O)[O-])s1)c1c(N)n(Cc2ccccc2)c(=O)[nH]c1=O	?	/
CCn1c(CSc2nc3ccccc3s2)nnc1SCC(=O)OC(C)(C)C	?	/
CN(C)CCCNc1nc(-c2ccccc2)c2c(c1C#N)CC(C)(C)OC2	?	/
CCN(CC(=O)Nc1ccc(NC(C)=O)cc1)C(=O)c1oc2c(ccc3ccccc32)c1C	?	/
Brc1cccc(CNCC2CCCO2)c1 (stereo not given)	?	/
O=c1oc2c(CN3CCOCC3)c(O)c(Cl)cc2c2c1CCC2	?	/
O=C(O)c1ccc2c3c(ncnc13)-c1ccccc1C2=O	3%	-11
S=C(Nc1ccccc1)N1N=C(c2cccs2)CC1c1cccs1 (stereo not given)	0%	-10
CC1=CC(c2ccc(Cl)cc2)n2nc(NC(=O)CCC(=O)O)nc2N1 (stereo not given)	-4%	-3
Cc1ccc(O)c(-c2[nH]ncc2C(=O)c2ccc(Cl)cc2)c1	?	/
CCOC(=O)C1CCN(C(=O)c2cccnc2)CC1	?	/
COc1ccc(CN(C(=O)CSc2nnc(-c3ccccc3C)o2)c2ccc(F)cc2)cc1	-3%	-17
O=C(NNC(=O)c1ccccc1O)c1ccco1	0%	7
Cc1cc(NC(=O)C(C)Oc2ccc(C(C)(C)C)cc2)no1 (stereo not given)	?	/
Cc1cc(NC(=O)Cn2cnc3c(cnn3C(C)(C)C)c2=O)no1	-12%	-39
N#Cc1ccccc1S(=O)(=O)N1CCN(C(=O)[C@H](Cc2ccccc2)NC(=O)c2ccco2)CC1	?	/
Cc1nc2ccccc2c(=O)n1N	5%	16
Cc1ccc(S(=O)(=O)N(C)c2ccc(OCC(=O)Nc3nc(-c4ccccc4)cs3)cc2)cc1	-7%	-14
COC(=O)c1cc(NC2c3ccccc3C(=O)N2c2cccnc2)cc(C(=O)OC)c1 (stereo not given)	4%	-10
CCCc1nn2c(=O)cc(CSCC(=O)Nc3ccc(C)cc3)nc2s1	i	20
CCn1c(SCC(=O)Nc2cccc(NC(C)=O)c2)nnc1-c1ccco1	i	2
CCN(CC)CCn1c(NCc2nc3ccccc3n2Cc2ccccc2)nc2ccccc21	?	/
Cc1csc2ncnc(N3CCN(C(=O)Nc4ccc(OC(F)(F)F)cc4)CC3)c12	6%	7
CN(C(=O)C1CCN(S(=O)(=O)c2cccs2)CC1)c1ccccc1	?	/

Three compounds out of the list, arranged by heavy-atom count, low to high.
SMILES	Lipid storage S3	Lipid storage S3 cell count max
Cc1cc(NC(=O)Cn2cnc3c(cnn3C(C)(C)C)c2=O)no1	-12%	-39
CCCc1nn2c(=O)cc(CSCC(=O)Nc3ccc(C)cc3)nc2s1	i	20
Cc1csc2ncnc(N3CCN(C(=O)Nc4ccc(OC(F)(F)F)cc4)CC3)c12	6%	7

Two entries from above in another layout:
Below each compound – Lipid storage S3 | Lipid storage S3 cell count max
Cc1ccc(C)c(S(=O)(=O)N2CCN(C(=O)C3CC3C)CC2)c1 (stereo not given)
    ? | /
Cc1noc(C)c1COc1ccc(C(=O)Nc2cccnc2)cc1
    ? | /

Returning to the listing, repeating the seven entries before the break.
SMILES	Lipid storage S3	Lipid storage S3 cell count max
Cc1ccc(S(=O)(=O)N(C)c2ccc(OCC(=O)Nc3nc(-c4ccccc4)cs3)cc2)cc1	-7%	-14
COC(=O)c1cc(NC2c3ccccc3C(=O)N2c2cccnc2)cc(C(=O)OC)c1 (stereo not given)	4%	-10
CCCc1nn2c(=O)cc(CSCC(=O)Nc3ccc(C)cc3)nc2s1	i	20
CCn1c(SCC(=O)Nc2cccc(NC(C)=O)c2)nnc1-c1ccco1	i	2
CCN(CC)CCn1c(NCc2nc3ccccc3n2Cc2ccccc2)nc2ccccc21	?	/
Cc1csc2ncnc(N3CCN(C(=O)Nc4ccc(OC(F)(F)F)cc4)CC3)c12	6%	7
CN(C(=O)C1CCN(S(=O)(=O)c2cccs2)CC1)c1ccccc1	?	/
C[C@H]1C[C@H]2[C@@H]3CCC4=CC(=O)C=C[C@]4(C)[C@@]3(Cl)[C@@H](O)C[C@]2(C)[C@@]1(O)C(=O)CO	-1%	3
Cc1cc2ccccn2c1C(=O)c1cccc(F)c1	i	21
O=[N+]([O-])c1cccc(S(=O)(=O)NCCc2cccs2)c1	?	/
CC1CC(C)CN(S(=O)(=O)c2ccc(C(=O)Nc3sccc3C(N)=O)cc2)C1 (stereo not given)	?	/
Cc1ccc(C)c2sc(NC(=O)CN3C(=O)CCC3=O)nc12	7%	/
COc1ccc(CN(C2CCCC2)S(=O)(=O)c2ccc(-n3cnnn3)cc2)cc1	?	/
OCCNC(=S)NCc1ccccc1	?	/
COc1ccc(N2CCN(C(CNC(=O)C(=O)NCc3cccnc3)c3ccco3)CC2)cc1 (stereo not given)	-6%	4
Cc1cc(C)cc(NC(=O)CSc2nnc(CNC(=O)c3cccs3)o2)c1	?	/
NC(=S)Nc1ccc(Oc2ccc(NC(N)=S)cc2)cc1	-8%	-13
O=C/C(=C\Nc1ccc(S(=O)(=O)CCO)cc1)c1nc2cc(Cl)ccc2o1	?	/
O=C(Nn1cnnc1)c1cc2cc(Br)ccc2oc1=O	i	14
CCOC(=O)/C(=N\Nc1ccc(C(C)=O)cc1)c1csc(Nc2ccccc2)n1	16µM*	17*
COC(=O)N1CC(C)N(C(=O)OC)CC1C (stereo not given)	?	/
CCn1nnc(NC(=O)c2ccc([N+](=O)[O-])o2)n1	?	/
O=C(OC1CCCCC1=O)c1ccc(F)c(S(=O)(=O)N2CCOCC2)c1 (stereo not given)	4%	-13
COc1ccc(C(=O)NCC(=O)OCCCOC(=O)CNC(=O)c2ccc(OC)c(OC)c2)cc1OC	i	-8
Cc1cccc(N(C)C(=O)CN(C)S(=O)(=O)c2ccc3c(c2)c(=O)n(C)c(=O)n3C)c1	?	/
CCCN(CC(=O)Nc1ccccc1C)C(=O)c1cccc(S(=O)(=O)N2CCc3ccccc3C2)c1	?	/
CN1CCN(S(=O)(=O)c2ccc(-c3ccccc3)cc2)CC1	-12%	11
Cc1cccc(CNc2ncnc3ccc(-c4ccoc4)cc23)c1	?	14
Cc1ccc(CN2CCN(C(=O)C3CCCO3)CC2)cc1 (stereo not given)	7%	15

A portion of the library (hit frequency here may not be typical).
